CHRM4 antagonist = blocks acetylcholine activation of human M4 receptor | inhibition, % at 3 µM | AID 624125 | CHO-hM4 cells, ACh EC80, Fluo-8 calcium fluorescence | P08173 | 360,000 compounds, 0.73% hits;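 active = inhibition above its plate's cutoff, the mean inhibition of sample wells plus 3 SD, cut at about 27% in these data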;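 note: 0% = acetylcholine EC80 with DMSO and 100% = DMSO without agonist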
M5 ag = agonists of human muscarinic M5 receptor (CHRM5) | P08912 | CHO-K1 hM5 cells, Fluo-8 calcium fluorescence; 0% DMSO wells, 100% maximal acetylcholine response | activation, % at 3 µM | 360,000 compounds, 0.19% hits | AID 624037;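 active = activation above the run's mean over test compounds plus 3 SD, cut at about 23% in these data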;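 note: signal is peak over basal fluorescence ratio across the kinetic read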
CRFBP-R2 block = CRF-BP/CRF-R2 complex antagonism; HEK293 CRF-R2/CRF-BP, CRF-induced calcium fluorescence; inhibition, % at 11.8 µM; 350,000 compounds, 0.59% hits;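 active = inhibition of the ligand-induced calcium signal above about 50% at the single tested concentration, limit read from the data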
CHRM4 agonist = CHRM4 agonism in calcium assay; P08173; CHO-K1 hM4/Gqi5, Fluo-8 calcium fluorescence; vehicle 0%, full acetylcholine response 100%; activation, % at 3 µM; 360,000 compounds, 0.14% hits; AID 624127;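 active = activation above the run mean over all test wells plus 3 SD, cut at about 32% in these data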;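 note: peak over basal fluorescence ratio per well then scaled between controls; 0% = DMSO wells and 100% = acetylcholine at EC100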
CHRM4 PAM = potentiates acetylcholine response at human M4 receptor; CHO-K1 hM4/Gqi5, Fluo-8 calcium fluorescence, ACh EC20; 0% = ACh EC20, 100% = maximal ACh; activation, % at 3 µM; 360,000 compounds, 0.4% hits; AID 624126;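 active = activation above its plate's cutoff, the mean activation of sample wells plus 3 SD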; note: some results filed as inactive read as strong as hits
IDE inh = inhibits human insulin-degrading enzyme in HEK cells; P14735; FAbetaB cleavage, fluorescence polarization; inhibition, % at 5.59 µM; 320,000 compounds, 0.41% hits;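 active = percent inhibition above the average of all tested compounds plus 3 SD, set per screening campaign, cut at about 16% in these data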;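 note: IDE supplied by intact live HEK cells; FP after avidin binding of uncleaved biotin substrate so inhibition keeps polarization high; 0% = DMSO wells and 100% = 60 µM reference IDE inhibitor Ii1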
Target sequence (P14735 whole entry, looked up): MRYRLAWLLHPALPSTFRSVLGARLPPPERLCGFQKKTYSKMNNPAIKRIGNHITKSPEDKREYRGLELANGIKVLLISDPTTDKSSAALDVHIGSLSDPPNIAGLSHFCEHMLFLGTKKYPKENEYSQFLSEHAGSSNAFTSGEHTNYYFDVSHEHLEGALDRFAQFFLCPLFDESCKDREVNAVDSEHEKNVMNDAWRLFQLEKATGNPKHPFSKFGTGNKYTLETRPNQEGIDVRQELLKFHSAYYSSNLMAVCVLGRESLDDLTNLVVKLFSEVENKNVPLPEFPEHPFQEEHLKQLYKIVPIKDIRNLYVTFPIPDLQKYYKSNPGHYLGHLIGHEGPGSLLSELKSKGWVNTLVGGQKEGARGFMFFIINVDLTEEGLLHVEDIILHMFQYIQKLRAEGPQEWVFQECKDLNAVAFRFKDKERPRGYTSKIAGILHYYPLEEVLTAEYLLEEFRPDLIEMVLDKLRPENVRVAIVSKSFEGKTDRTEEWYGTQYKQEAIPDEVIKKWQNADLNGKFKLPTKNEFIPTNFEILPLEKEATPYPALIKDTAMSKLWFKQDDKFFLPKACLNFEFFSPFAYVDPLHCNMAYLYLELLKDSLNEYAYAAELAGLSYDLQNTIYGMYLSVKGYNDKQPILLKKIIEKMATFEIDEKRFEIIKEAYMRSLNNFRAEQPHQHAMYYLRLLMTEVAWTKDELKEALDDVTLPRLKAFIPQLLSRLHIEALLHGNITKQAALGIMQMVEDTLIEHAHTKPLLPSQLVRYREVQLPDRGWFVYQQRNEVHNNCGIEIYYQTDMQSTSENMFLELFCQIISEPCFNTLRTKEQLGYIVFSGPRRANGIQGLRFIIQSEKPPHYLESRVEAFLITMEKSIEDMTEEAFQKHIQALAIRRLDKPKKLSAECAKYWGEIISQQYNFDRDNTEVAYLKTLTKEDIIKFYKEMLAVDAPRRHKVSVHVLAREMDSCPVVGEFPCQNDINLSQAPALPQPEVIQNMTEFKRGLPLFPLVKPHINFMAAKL
CRFBP-R2 agonist = CRF-BP/CRF-R2 complex agonism | HEK293 CRF-R2/CRF-BP, calcium dye fluorescence (FLIPR); percent of saturating CRF peptide response | activation, % at 13.2 µM | 350,000 compounds, 0.46% hits | AID 588473;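 active = activation of at least 50%, plus an integration ratio under a set limit after plate pattern correction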;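 note: plate controls were neutral control wells without compound for no effect and CRF at EC100 for full effect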
M5 antag = blocks acetylcholine activation of human M5 receptor | inhibition, % at 3 µM | 360,000 compounds, 0.59% hits | AID 624040 | P08912 | CHO-hM5 cells, Fluo-8 calcium fluorescence, ACh EC80;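 active = inhibition above a per-plate cutoff, the mean of that plate's test compounds plus 3 SD, cut at about 27% in these data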;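 note: 0% = acetylcholine EC80 with DMSO and 100% = DMSO without agonist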
M5 PAM = CHRM5 positive allosteric modulation; P08912; CHO-K1 hM5, Fluo-8 calcium, ACh EC20 PAM; 0% = ACh EC20, 100% = ACh EC100; activation, % at 3 µM; 360,000 compounds, 0.3% hits; AID 624038;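 active = activation above the run cutoff, the mean activation of all test compounds plus 3 SD, cut at about 18% in these data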
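System: CHO-K1 cell line with stable human muscarinic M5 receptor expression | Also added: EC20 acetylcholine as agonist stimulus | Compound: One concentration, 3 µM final (nominal) | Timing: Fluo-8 loading 80 min at 37 °C plus 30 min room temperature | Measured by: Fluo-8 calcium dye fluorescence, kinetic read | Read-out basis: % activation, ACh-normalized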
* marks the source's active call; other numbers are inactive results; nt = not tested or not shown.

Structure,CHRM4 antagonist,M5 ag,CRFBP-R2 block,CHRM4 agonist,CHRM4 PAM,IDE inh,CRFBP-R2 agonist,M5 antag,M5 PAM
CCOC(=O)c1sc2nc3n(c(=O)c2c1C)CCC(C)CC3 (configuration not stated),3,-3,4,-1,2,4,-0.3,-2,-1
CN(C)Cc1c(C(=O)N/N=C/CCc2ccccc2)nnn1-c1nonc1N,-8,-2,-4,2,6,-3,-0.5,6,-2
CCS(=O)(=O)N1CCC2(CC1)OCCN2S(=O)(=O)c1ccc(C)cc1,2,3,-9,2,0,0,0.2,5,-5
CN(c1ccc(C(=O)NCc2ccc3c(c2)OCO3)cc1)S(C)(=O)=O,9,2,-4,2,0,-3,-2.5,-5,-2
C[C@H]1COC(=O)[C@H](Cc2ccc(F)cc2)C/C=C\C[C@H](CC(=O)N(CCO)Cc2ccccc2)C(=O)N1,9,-2,11,2,11,5,-0.8,8,3
CC1CCCCN1C(=O)c1cc(S(=O)(=O)N2CCOCC2)ccc1Cl (configuration not stated),-7,-1,5,0,0,1,0.4,8,2
COC(=O)CCC(C)N1CCC(Oc2ccc(C(=O)N3CCCC3)cc2)CC1 (configuration not stated),2,-3,-6,0,-1,-3,3.9,15,-4
O=C(CSc1nnc(Cn2c(=O)sc3ccccc32)n1-c1ccccc1)NCC1CCCO1 (configuration not stated),-1,1,-9,0,-1,0,2.9,0,-4

Later entries
Structure,CHRM4 antagonist,M5 ag,CRFBP-R2 block,CHRM4 agonist,CHRM4 PAM,IDE inh,CRFBP-R2 agonist,M5 antag,M5 PAM
Cc1cccc2nc(C(F)(F)F)nc(=O)n12,3,-4,37,1,13,6,0.2,1,6
Cc1cc2c(c(=O)n1CCN(C)C)C(c1ccc(Cl)cc1)C(C#N)=C(N)O2 (configuration not stated),8,-1,-4,-1,-10,-7,1.2,11,-5
Clc1ccc(-c2noc(/C=C/c3ccccc3)n2)cc1,3,3,15,0,22,4,7.8,-1,6
CC(=O)Nc1ccc(S(=O)(=O)NCCc2c[nH]c3ccc(C)cc23)cc1,-20,-6,0,7,6,nt,3.3,-5,4
N#CC1=C(N)N(c2ccccc2)C(c2cccc([N+](=O)[O-])c2)C1(C#N)C#N (configuration not stated),12,-7,33,6,8,-4,-4.0,13,-7
O=C(Nc1nc(-c2nc3ccccc3s2)cs1)c1ccco1,-5,3,10,3,-1,0,-1.2,-3,-4
O=C(NCC(c1cccnc1)N1CCN(c2ccccc2)CC1)C1CCCCC1 (configuration not stated),-4,1,9,3,-7,-2,0.6,5,-10
O=C(c1ccccc1)c1ccc2nc[nH]c2c1,2,-2,15,2,5,1,0.4,2,2

(more compounds)
Structure,CHRM4 antagonist,M5 ag,CRFBP-R2 block,CHRM4 agonist,CHRM4 PAM,IDE inh,CRFBP-R2 agonist,M5 antag,M5 PAM
CCn1c(SCC(O)c2ccccc2)nnc1-c1ccccc1 (configuration not stated),1,2,4,2,13,9,-4.4,0,-1
CC[C@@H]1C=C(C(=O)O)[C@H](c2ccc(F)cc2)N1S(=O)(=O)c1ccc(C)cc1,4,1,4,1,1,-3,-0.5,10,-2
CC(=O)c1cccc(NC(=O)N2CCCC2C(=O)Nc2cc(C)ccc2C)c1 (configuration not stated),-7,-4,10,3,3,1,-2.1,-5,0
Cc1ccc(-c2nnc(SCC(C)C)n2C)cc1,11,-6,3,-1,-1,2,-0.4,7,-2
COc1ccc(S(=O)(=O)N2CCNCC2)cc1,7,-3,11,-1,-3,4,0.6,18,-8
COc1cccc(NC(=O)CN2CCN(S(=O)(=O)c3ccc(C(C)C)cc3)CC2)c1,-2,0,10,3,-7,-1,0.6,-2,-6
C=CCN(CC=C)S(=O)(=O)c1ccc(C(=O)Nc2nnc(COC)o2)cc1,-4,0,-9,1,16,-2,-0.2,-3,0
CCOC(=O)Cc1csc(NC(=O)CN2C(=O)c3ccccc3C2=O)n1,-13,4,5,2,17,-3,-1.5,-6,10

Sorted by molar mass (ascending): part of the list above
Structure,CHRM4 antagonist,M5 ag,CRFBP-R2 block,CHRM4 agonist,CHRM4 PAM,IDE inh,CRFBP-R2 agonist,M5 antag,M5 PAM
COc1ccc(S(=O)(=O)N2CCNCC2)cc1,7,-3,11,-1,-3,4,0.6,18,-8
CCn1c(SCC(O)c2ccccc2)nnc1-c1ccccc1 (configuration not stated),1,2,4,2,13,9,-4.4,0,-1
CCOC(=O)Cc1csc(NC(=O)CN2C(=O)c3ccccc3C2=O)n1,-13,4,5,2,17,-3,-1.5,-6,10
CC[C@@H]1C=C(C(=O)O)[C@H](c2ccc(F)cc2)N1S(=O)(=O)c1ccc(C)cc1,4,1,4,1,1,-3,-0.5,10,-2
C=CCN(CC=C)S(=O)(=O)c1ccc(C(=O)Nc2nnc(COC)o2)cc1,-4,0,-9,1,16,-2,-0.2,-3,0
COc1cccc(NC(=O)CN2CCN(S(=O)(=O)c3ccc(C(C)C)cc3)CC2)c1,-2,0,10,3,-7,-1,0.6,-2,-6

Quoted at random: 4 compounds from above
Structure,CHRM4 antagonist,M5 ag,CRFBP-R2 block,CHRM4 agonist,CHRM4 PAM,IDE inh,CRFBP-R2 agonist,M5 antag,M5 PAM
CC(=O)c1cccc(NC(=O)N2CCCC2C(=O)Nc2cc(C)ccc2C)c1 (configuration not stated),-7,-4,10,3,3,1,-2.1,-5,0
CC[C@@H]1C=C(C(=O)O)[C@H](c2ccc(F)cc2)N1S(=O)(=O)c1ccc(C)cc1,4,1,4,1,1,-3,-0.5,10,-2
CCOC(=O)Cc1csc(NC(=O)CN2C(=O)c3ccccc3C2=O)n1,-13,4,5,2,17,-3,-1.5,-6,10
Cc1ccc(-c2nnc(SCC(C)C)n2C)cc1,11,-6,3,-1,-1,2,-0.4,7,-2

(more compounds)
Structure,CHRM4 antagonist,M5 ag,CRFBP-R2 block,CHRM4 agonist,CHRM4 PAM,IDE inh,CRFBP-R2 agonist,M5 antag,M5 PAM
COc1ccc2nc(N/C(N)=N/S(C)(=O)=O)nc(C)c2c1,8,5,-3,0,1,-1,1.9,5,4
COc1cc(/C=N/NC(=O)c2cc(C34CC5CC(CC(C5)C3)C4)[nH]n2)ccc1O,-6,3,22,9,-7,0,-1.8,7,-7
COc1ccccc1C(=O)NNC(=O)C1CCN(C(=O)OC(C)(C)C)CC1,-16,0,0,0,4,-1,-0.6,-7,2
NNc1ncnc2sc3c(c12)CCC3,5,-5,11,0,-4,1,-1.2,-6,-6
CCC(C)(C)n1nnnc1C(C(C)C)N1CCSCC1 (configuration not stated),-12,-1,24,-1,4,4,-1.1,-9,-1
O=C(O)c1nc(N2CCCCC2)ncc1Cl,-4,-2,2,0,11,0,1.2,-2,-2
NNC(=O)Cn1c(-c2nonc2N)nc2ccccc21,5,-1,10,1,-3,0,0.9,8,-3
CC(=O)n1cc([C@H]2C=C(C(N)=O)O[C@@H](OCc3ccc(CO)cc3)C2)c2ccccc21,16,29*,-18,34*,-7,1,22,13,-28

(next part)
Structure,CHRM4 antagonist,M5 ag,CRFBP-R2 block,CHRM4 agonist,CHRM4 PAM,IDE inh,CRFBP-R2 agonist,M5 antag,M5 PAM
COc1ccc(CN2CCC(C(=O)N3CCN(c4ccccc4F)CC3)CC2)cc1OC,-4,-2,-3,0,15,-4,0.3,-3,1
CCN1CCN(C(=S)NCCc2ccccc2)CC1,-1,-3,7,1,3,-2,0.1,-11,6
Cc1nnsc1C(=O)Nc1ccccc1,-4,-1,8,4,12,3,-1.0,-2,3
CN1CCN(c2ccc(CNS(=O)(=O)c3ccccc3)cc2)CC1,8,-3,6,1,-4,1,-0.3,8,3
O=C(NCCNC(=O)c1ccc(F)cc1)c1ccc(F)cc1,-3,-2,-8,2,0,3,1.5,11,-1
CN(C)C(=O)c1cn(N(C)c2ncc(C(F)(F)F)cc2Cl)c(=O)c2ccccc12,-10,-1,-11,0,3,2,5.2,-3,-1
O=C(Nc1ccc(N2CCOCC2)cc1)c1ccc(Cl)c(S(=O)(=O)N2CCCCC2)c1,-5,6,-14,7,2,-2,-0.4,7,-7
COC(=O)c1ccccc1NC(=S)NC(=O)COc1ccc(C(C)C)cc1,-21,3,-103,2,15,-4,17,-3,3

Other records follow:
Structure,CHRM4 antagonist,M5 ag,CRFBP-R2 block,CHRM4 agonist,CHRM4 PAM,IDE inh,CRFBP-R2 agonist,M5 antag,M5 PAM
CCOc1cc(/C=N/NC(=O)COc2cccc(C)c2)ccc1OC(=O)c1cccs1,-4,1,8,3,-2,2,1.6,4,-6
COCCCNC(=O)c1c(N)n(/N=C/c2cccs2)c2nc3ccccc3nc12,-7,-1,14,1,10,3,-2.3,-6,5
COc1cccc(-c2csc(N3CCN(CC(=O)NNC(=O)c4ccc(Cl)cc4)CC3)n2)c1,6,0,-9,8,-4,-4,-0.4,5,-10
COc1cccc(CN2CC(C(=O)N3CCCCCCC3)CCC2=O)c1 (configuration not stated),0,-3,-3,1,-5,4,-0.7,22,-11
CCNC(=O)C1(C)CCN1CCS(=O)(=O)c1ccc(C)cc1 (configuration not stated),-7,5,nt,0,4,nt,nt,11,2
COC(=O)[C@]1(C)N[C@H](CN(C)S(=O)(=O)c2ccc(OC(F)(F)F)cc2)[C@@H]2C(=O)N(C)C(=O)[C@@H]21,-3,0,12,1,2,-2,0.2,-1,-1
COC1=C(Nc2ccccc2)C(=O)C(OC)=C(Nc2ccccc2)C1=O,-10,3,-4,1,3,nt,2.8,5,0
CCc1ccc(N2CC(C(=O)Nc3ccc(S(=O)(=O)NCC4CCCO4)cc3)CC2=O)cc1 (configuration not stated),17,-3,-53,0,-4,2,1.2,1,2

(continued)
Structure,CHRM4 antagonist,M5 ag,CRFBP-R2 block,CHRM4 agonist,CHRM4 PAM,IDE inh,CRFBP-R2 agonist,M5 antag,M5 PAM
Cc1ccc(NC(=O)C(C)Sc2nnc(C)n2C)cc1 (configuration not stated),-12,-1,12,0,-3,-4,0.3,1,0
O=C(CCSCc1ccccc1Cl)NCc1cccs1,5,-7,9,1,4,-4,-7.3,9,-7
CC1(c2ccccc2Cl)NC(=O)N(CC(=O)N2CCc3ccccc32)C1=O (configuration not stated),-16,0,-7,3,5,1,2.1,7,-2
CCOC(=O)N(C)[C@H]1C[C@H]2c3[nH]c4ccccc4c3CCN2C[C@H]1[C@H](C)O,-6,1,nt,3,-3,nt,nt,4,-1
Cc1cc(C)n(Cc2cccc(F)c2)c(=O)c1C#N,3,0,5,0,6,2,-2.4,2,0
Cc1ccc(N2CC(C(=O)OCC(=O)Nc3c(C)cccc3C)CC2=O)cc1 (configuration not stated),0,1,3,1,-5,nt,-1.7,4,-8
C/C(=N\N=C1\NC(=O)C(CC(=O)O)S1)c1ccccn1 (configuration not stated),3,3,5,0,-8,1,-0.5,4,6
COc1ccc(Cn2c(=O)sc3ccccc32)cc1OC,19,8,6,9,-2,2,-0.1,12,-7

Continuation.
Structure,CHRM4 antagonist,M5 ag,CRFBP-R2 block,CHRM4 agonist,CHRM4 PAM,IDE inh,CRFBP-R2 agonist,M5 antag,M5 PAM
Cc1ccc2nc(SCC(=O)Nc3ccc4c(c3)OCO4)nc(=O)n2c1,9,3,-6,1,1,-2,1.4,2,1
NC(c1csc(NC(=O)Nc2cccc(Cl)c2)n1)C1CCCCC1 (configuration not stated),39*,4,nt,38*,1,nt,nt,9,6
CCC(CC)NC(=O)c1cc(S(=O)(=O)N2CCCCC2)ccc1N1CCOCC1,1,1,2,1,12,-2,-0.1,-1,4
CCOC(=O)CNC(=O)Cc1ccc(Cl)cc1,7,3,2,13,1,1,-0.2,15,-4

Screening data: PubChem, several laboratories
